Assay outcomes as filed in PubChem BioAssay.
FN deposit inh: fibronectin deposition inhibition. 0.086% of 350,000 active. AID 743247. AH1F fibroblasts, Alexa488-fibronectin deposition fluorescence, overnight. inhibition, % at 12.6 µM;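 active = mean inhibition across replicates of 30% or more, regardless of how many single replicates reach that level; inconclusive = mean under 30% yet at least half of replicates reach 30%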;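 note: positive control wells lacked labelled fibronectin entirely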
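material = AH1F fibroblast monolayer depositing Alexa488-labelled fibronectin into matrix | amount = 10000 AH1F cells/well | buffer or medium = DMEM plus 2% serum, read in PBS | incubation = 1 h cell adhesion before compound, then overnight fibronectin incubation | detection = fluorescence at 485 nm excitation, 525 nm emission | evaluation = percent inhibition as loss of matrix-bound fibronectin fluorescence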
EWS-Fli inh: inhibitors of EWS/Fli oncoprotein transcriptional activity; A673 NR0B1-luciferase reporter, viability-normalised; inhibition, % at 12.6 µM; 0.67% of 350,000 active; AID 651661;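 active = mean inhibition of at least 50% after viability correction, with every replicate also passing that limit; inconclusive = mean reaches 50% but only one of two replicates passes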;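 note: firefly luciferase signal divided by Alamar Blue viability fluorescence both relative to DMSO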
GSIS activator: GLuc luminescence reporter in INS-1E cells, primary screen for activators of glucose-dependent secretion of insulin; INS-1E GLuc reporter insulin secretion, 2-3 h; activation, % at 16.6 µM; 0.61% of 370,000 active;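 active = lowest replicate activation of at least 40%, so every replicate reaches that level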;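 note: 0% = median of neutral control wells and 100% = median of IBMX positive control wells; some compounds called inactive have numbers as strong as hits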
miR122 inh: miR-122 inhibition in Huh7 cells; 0.3% of 340,000 active; AID 602342; activation (reporter increase), % at 12.5 µM; Huh7 miR-122 Renilla luciferase sensor, 48 h; neutral wells = 0, positive control = 100;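 active = mean replicate activation score at least 90 and every replicate individually at or above 90; inconclusive = only one of the two criteria met; inactive = neither criterion met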;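 note: higher luciferase means less miR-122 activity so hits act as miR-122 inhibitors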
PAX8 reporter: lowers PAX8-driven luciferase in RMG-I cells. RMG-I TPO-luciferase reporter, SteadyGlo, 24 h. inhibition, % at 12.6 µM. 1.2% of 360,000 active. AID 652154;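 active = mean replicate inhibition at least 60% with every replicate also reaching 60%; inconclusive = only one of the two criteria is met; inactive = mean below 60% and not all replicates reaching 60%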;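 note: luciferase light reporting Pax8 driven TPO promoter activity; plate controls were median of neutral control wells for no effect and mitoxantrone controls for full effect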
DENV2 CPE: inhibitors of DENV2 cytopathic effect. AID 651640. CPE inhibition, % at 9.99 µM. 1.7% of 350,000 active. DENV2-infected cells, cytopathic effect rescue, plate reader; in the data active = CPE inhibition above about 20%, passing the limit was not always enough; inconclusive = no clear call, values can overlap the other calls; tested in BHK-21 cells;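 note: 0% = median of neutral control wells and 100% = median of positive control wells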
F508del corr: correctors of CFTR F508del function in bronchial epithelial cells. CFBE cells, YFP halide quenching; stimulated with forskolin plus potentiator P3; % fluorescence drop versus neutral controls. activity (quench increase), % at 7.58 µM. 0.36% of 350,000 active. AID 720511;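 active = mean added fluorescence quench of at least 8% versus neutral control, with both replicates also reaching 8%; inconclusive = only one of the mean or replicate conditions met; inactive = mean below 8% and not both replicates reaching 8%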;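 note: cells transiently co-express mutant CFTR-F508del with the halide-sensitive YFP; corrector assay measuring rescue of mutant channel to the surface after 24 h compound exposure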
Numbers without * were called inactive; ? = inconclusive; nt = no result given; & = joins results of further samples; [ ] = remark or other dose.

SMILES	FN deposit inh	EWS-Fli inh	GSIS activator	miR122 inh	PAX8 reporter	DENV2 CPE	F508del corr
CC(c1ccccc1)n1c(CO)nc2ccccc21 (stereo not given)	3	5	-10	-4	14	-3	0.2
CC(=O)c1ccc(NC(=O)CSc2nnc(-c3ccncc3)o2)cc1	0	-10	11	-2	-27	-5	5.0
C[C@H](CO)N1C[C@H](C)[C@H](CN(C)C(=O)[C@@H]2CCCN2C)OCc2ccccc2-c2c(n(C)c3ccccc23)C1=O	-7	9	28	nt	-3	-5	0.2
CC(C)(C)c1cc(OC(=O)c2ccccc2F)ccc1O	2	11	8	-1	12	9	-0.2
COc1ccc(-c2cc(CCCC(=O)NCCc3ccccc3)no2)cc1	-2	-36	12	2	-70	0	1.0
O=C(CC1Oc2ccc(Cl)cc2NC1=O)NC1CCCCCC1 (stereo not given)	3	1	18	-4	7	-5	-5.3
Cc1csc(NC(=O)CSc2nnc(NC(=O)COc3ccccc3)s2)n1	3	-5	3	1	6	-7	-1.7
C[C@@H]1CCCCO[C@@H](CN(C)C(=O)NC2CCCCC2)[C@@H](C)CN([C@@H](C)CO)C(=O)c2cc(NC(=O)Nc3ccc(F)cc3)ccc2O1	4	-15	19	3[16.7 µM]	7	-7	-3.5
COc1ccc(CCNc2ncnc3c2nnn3Cc2ccccc2)cc1OC	-1	12	nt	-3	-6	-1	1.2
CO[C@H]1CN(C)C(=O)c2cc(NC(C)=O)ccc2OC[C@H](C)N(C(=O)Cc2cccnc2)C[C@@H]1C	-9	-3	3	nt	-2	-8	-3.1
CCN(C(=O)c1cccc(F)c1)c1ccccc1C	7	nt	22	-4	0	nt	nt
Cc1csc(NC(=O)[C@@H](NC(=O)c2ccccc2)C(C)C)n1	3	nt	17	-3	-8	nt	nt
O=C(Nc1ccccc1F)N[C@H]1CC[C@@H](CCNS(=O)(=O)c2ccc(F)cc2)O[C@@H]1CO	-7	5	4	nt	nt	5	-1.6
CCN(CC(=O)NCCCN1CCOCC1)S(=O)(=O)c1ccc(Cl)cc1	5	-6	12	-3	-19	1	-0.3
CN(C)CC(=O)N[C@@H]1CC[C@@H](CC(=O)NCc2ccccc2F)O[C@H]1CO	nt	1	1	nt	-21	-1	0.9
O=C(N/N=C/c1ccccn1)c1ccc(N/N=C/c2ccccn2)cc1	-4	-5	-1	nt	-20	-4	nt
COc1ccccc1-c1ccc2c(c1)C(C)(Cc1ccccc1C#N)C(=O)N2 (stereo not given)	-3	3	-24	-4	7	6	1.6
C=CCn1c(=O)c(C(=O)Nc2cc(C)ccn2)c(O)c2ccccc21	2	-17	-6	-2	12	-10	-2.9
C=C(C1=CCN(S(=O)C(C)(C)C)[C@H]1CCO)c1ccccc1 (stereo not given in full)	-1	15	-5	-2	11	2	-0.2
O=C(Nc1ccc(C(F)(F)F)cc1)N[C@@H]1CC[C@@H](CCn2cc(C3(O)CCCC3)nn2)O[C@@H]1CO	nt	-3	-2	nt	27	3	1.0
CN(C)CCN1CCN(C2CN(Cc3ccccc3)S(=O)(=O)C2)CC1 (stereo not given)	nt	-2	12	5	-7	-2	-2.3
Cc1cc(C)c(OCC(=O)Nc2cc(C(=O)O)cc(C(=O)O)c2)cc1C	-7	-6	-5	nt	3	nt	0.0
NS(=O)(=O)c1ccc(CCNC(=O)c2ccc3nccnc3c2)cc1	3	-3	10	0	-13	6	7.7
O=C(OCc1ccccc1)N1CCC2CC1c1ccc(Cl)cc12 (stereo not given)	nt	-21	-13	31	-62	-6	-0.1
Cc1noc(C)c1NC(=O)Nc1ccc2c(c1)C(=O)N([C@H](C)CO)C[C@H](C)[C@@H](CN(C)S(=O)(=O)c1ccc(Cl)cc1)OCCCC[C@@H](C)O2	6&7	2	-13&2	-7	-12&-27	?	0.0&0.4
CC1CCC(NC(=O)c2ccc(COc3ccccc3)o2)CC1 (stereo not given)	-5	-15	19	11	-27	0	0.1
CS(=O)(=O)C1=C(O)C(=O)N(CCCC(=O)O)C1c1ccccc1F (stereo not given)	-4	nt	nt	1	3	nt	nt
CC(C)(C)c1ccc(-n2ncc3c2CCCC3NC(=O)CCN2CCCO2)cc1 (stereo not given)	8	2	-18	8	14	-5	-0.4
CCOC(=O)C1(Cc2cccc(OC)c2)CCN(Cc2ccccc2)CC1	20	3	-14	0	2	11	0.6
COc1ccc2nc(N(CCN(C)C)C(=O)c3ccc4ncsc4c3)sc2c1	-2	-47	nt	-22	-125	5	-1.6
Cc1cccc(S(=O)(=O)N[C@H]2CC[C@H](CCNC(=O)Nc3cc(F)ccc3F)O[C@@H]2CO)c1	-12	2	-5	nt	8	-3	1.0
CCCNC(=O)C1(C)CCCN(C(=O)C2(c3ccc(Cl)cc3)CCCC2)C1 (stereo not given)	3	-1	-19	7	1	?	-0.4
CCc1ccc(N(C2C=CS(=O)(=O)C2)S(=O)(=O)c2ccccc2)cc1 (stereo not given)	5	nt	86*	-6	-10	nt	nt
COc1ccc(CC(=O)N/N=C/c2ccc(-c3cccc(C(=O)O)c3)o2)cc1OC	0	-25	8	2	0	-3	-1.5
CNC[C@H]1Oc2ncc(C#CC3(O)CCCC3)cc2C(=O)N([C@H](C)CO)C[C@H]1C	nt	-2	-5	19[16.7 µM]	-14	6	0.7
O=C(NCc1ccccn1)Nc1cccc(F)c1	-2	-43	31	-3	-44	-6	0.4
O=C(Nc1cccnc1Cl)c1cc([N+](=O)[O-])ccc1Cl	5	-18	15	-4	-19	nt	-1.0
CCCNC(=O)N1CC(=O)N2[C@H](C1)[C@H](c1ccc(C#CCC3CCCC3)cc1)[C@@H]2CO	-2	-5	-22	nt	nt	-5	4.2
COc1ccc(COc2cccc3ccc(C)nc23)cc1F	4	-3	-3	6	-5	6	-1.2
CSc1ncccc1C(=O)Nc1cccc(S(=O)(=O)N2CCCC2)c1	1	2	-9	3	-5	-1	-2.5

Taken from above.
miR122 inh with CS(=O)(=O)C1=C(O)C(=O)N(CCCC(=O)O)C1c1ccccc1F (stereo not given) = 1
FN deposit inh with COc1ccc(COc2cccc3ccc(C)nc23)cc1F = 4
F508del corr with CC1CCC(NC(=O)c2ccc(COc3ccccc3)o2)CC1 (stereo not given) = 0.1
FN deposit inh with CCc1ccc(N(C2C=CS(=O)(=O)C2)S(=O)(=O)c2ccccc2)cc1 (stereo not given) = 5

Looked up by structure from the list above, 3 records:
SMILES	FN deposit inh	EWS-Fli inh	GSIS activator	miR122 inh	PAX8 reporter	DENV2 CPE	F508del corr
CCCNC(=O)C1(C)CCCN(C(=O)C2(c3ccc(Cl)cc3)CCCC2)C1 (stereo not given)	3	-1	-19	7	1	?	-0.4
O=C(OCc1ccccc1)N1CCC2CC1c1ccc(Cl)cc12 (stereo not given)	nt	-21	-13	31	-62	-6	-0.1
Cc1cccc(S(=O)(=O)N[C@H]2CC[C@H](CCNC(=O)Nc3cc(F)ccc3F)O[C@@H]2CO)c1	-12	2	-5	nt	8	-3	1.0

Later entries.
SMILES	FN deposit inh	EWS-Fli inh	GSIS activator	miR122 inh	PAX8 reporter	DENV2 CPE	F508del corr
C[C@@H]1CN([C@@H](C)CO)C(=O)Cc2cc(N(C)C)ccc2O[C@H]1CN(C)Cc1ccc(C(=O)O)cc1	-12	4	-2	0[16.7 µM]	-3	11	2.9
COc1ccc(NC2CCCN(C(=O)c3ccc(C(C)=O)s3)C2)cc1 (stereo not given)	0	-5	15	1	-1	1	0.3
O=C(CN(Cc1ccc(F)cc1)C(=O)CNS(=O)(=O)c1ccc(F)cc1)NCc1ccco1	-10	2	19	-2	-11	1	-1.4
CSCC(=O)N1CCCC(CO)(CCCc2ccccc2)C1 (stereo not given)	2	-3	-8	nt	-16	?	0.7
Cc1ccc(S(=O)(=O)Cn2nnnc2C(c2ccccc2)N2CCN(c3ncccn3)CC2)cc1 (stereo not given)	-6	nt	nt	54	12	nt	nt
C[C@@H]1CN([C@@H](C)CO)C(=O)c2cc(-c3cccnc3)cnc2O[C@@H]1CN(C)C(=O)Nc1ccccc1	nt	4	-1	10[16.7 µM]	17	-1	5.0
O=S(=O)(NCc1csc(-c2cccs2)n1)c1ccccc1	-1	-3	2	16	34	-1	-1.4
CCN(CC(=O)NCc1ccc(F)cc1)CC(=O)Nc1ccc(S(=O)(=O)N2CCCC2)cc1	6	-7	-5	2	11	3	-2.8
COc1ccccc1OCCNC(=O)CSC(=S)N1CCCC1	0	-7	-3	-4	3	-6	-1.4
O=C(CNC(=O)c1ccco1)Nc1ccc(F)cc1	-3	-15	6	3	-17	2	-0.6
CCCNC(=O)N(C)C[C@H]1Oc2cc(C#CCOC)ccc2S(=O)(=O)N([C@@H](C)CO)C[C@@H]1C	13	-7	19	19[16.7 µM]	nt	?	0.3
CCOC(=O)c1c(C)[nH]c(C)c1C(=O)COC(=O)CCc1ccccc1	-13	-2	-16	0	-102	19	1.5
C[C@@H]1CCCCO[C@@H](CN(C)S(C)(=O)=O)[C@H](C)CN([C@H](C)CO)C(=O)c2cc(NC(=O)Nc3cccc4ccccc34)ccc2O1	nt	5	-5	-6[16.7 µM]	-5	1	-0.4
Cc1cccc2c1cnn2C(=O)Nc1cc(F)ccc1F	-3	-132	-1	nt	-5	-5	-0.7
COc1cc(NC(=O)C2=CC(c3cccs3)=NS(=O)(=O)N2C)cc(OC)c1OC	-2	5	-14	-4	12	2	3.4
COc1ccc(Cl)cc1NC(=O)C/C(C)=N/NC(=O)c1ccccc1[N+](=O)[O-]	-5	10	8	nt	-13	2	-8.1
COc1ccc(S(=O)(=O)N(C)C[C@@H]2Oc3ccc(NC(=O)c4ccncc4)cc3CC(=O)N([C@@H](C)CO)C[C@H]2C)cc1	2	-9	11	1[16.7 µM]	nt	2	-0.4
O=C(CN1C(=O)/C(=C\c2cccc(Br)c2)Oc2ccccc21)NCCCN1CCOCC1	6	-14	8	0	-28	-3	-0.5
CC(C)C(C=Cc1ccccc1)=NNS(=O)(=O)c1ccccc1	7	5	-38	3	12	-5	-0.5
CCCCOC(=O)c1ccc(NC(=S)NC(=O)c2c(Cl)cnn2CC)cc1	-10	nt	nt	0	-27	nt	nt
O=C1CN(c2nc(-c3cccnc3)nc3scc(-c4ccccc4)c23)CCN1	nt	0	-1	nt	1	-3	0.9
Cc1ccc(SCC(=O)c2cc(C)c(O)c(C)c2)cc1	4	-36	-11	12	-40	1	nt
COC(=O)CC(NS(=O)(=O)c1cccs1)c1ccc2c(c1)OCO2 (stereo not given)	nt	0	20	nt	7	-4	2.1
COc1ccc(-c2nc3cnccn3c2NC(C)(C)CC(C)(C)C)cc1O	-7	-2	-2	-10	-2	1	-0.7
O=C1C(=O)N(Cc2cccnc2)C(c2cccc([N+](=O)[O-])c2)/C1=C(/O)c1ccc2c(c1)OCO2 (stereo not given)	nt	1	7	nt	4	-4	4.9
O=C1Nc2ccccc2N(C(=O)c2c(F)cccc2F)C1c1nc2ccccc2[nH]1 (stereo not given)	1	-7	37	nt	-22	10	0.6
O=C1CC2(CCN(C(=O)c3cccc(Cl)c3)CC2)Oc2ccccc21	-2	0	-10	0	-2	-8	2.2
CCOc1ccc(CN2CCNC(=O)C2CC(=O)NCCC2=CCCCC2)cc1 (stereo not given)	10	1	-17	-9	23	1	-2.2
O=C(c1cnn2c(C(F)F)cc(-c3ccccc3)nc12)N1CCN(Cc2ccc3c(c2)OCO3)CC1	4	nt	-21	nt	20	3	2.0
COCC(=O)Nc1ccc2c(c1)[C@@H]1C[C@H](CC(=O)N3CCN(C)CC3)O[C@H](CO)[C@@H]1O2	-14	-1	6	-1[16.7 µM]	8	?	-2.6
CCCCCn1cnnc1SCC(=O)c1c(N)n(C2CC2)c(=O)[nH]c1=O	-3	-5	2	-2	nt	9	1.0
CCCSC1=N/C(=C\c2ccc([N+](=O)[O-])o2)C(=O)S1	nt	10	-2	-6	9	nt	3.4
